Screening data as filed in PubChem BioAssay.
PfHsp40 rescue: rescue of yeast from PfHsp40 toxicity, primary screen, S. cerevisiae, ATP luminescence; S. cerevisiae expressing PfHsp40, growth rescue; growth rescue, % at 12.5 µM; hit rate 0.68% among 340,000; in the data active = growth rescue above about 28%, passing the limit was not always enough; inconclusive = no clear call, values can overlap the other calls;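 also: yeast W303a lacking pdr1 and pdr3 grown in galactose medium; growth measured after three days at 30 °C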
Anthrax LF inh2: Bacillus anthracis LF protease inhibitors, primary screen, biochemical, multiplex microsphere, MLPCN library; hit rate 0.12% among 360,000; inhibition, % at 10 µM; Lethal factor (Bacillus anthracis), P15917; multiplex microsphere protease cleavage assay; also: plate controls were buffer without enzyme for full effect and enzyme alone for no effect
FBA Mtb inh: Mtb FBA enzyme inhibitors, primary screen, biochemical, fluorescence, strain H37Rv; hit rate 2.3% among 360,000; inhibition, % at 1 µM; purified M. tuberculosis FBA, fluorescence read-out; Fructose-bisphosphate aldolase (Mycobacterium tuberculosis (strain ATCC 25618 / H37Rv)), …; in the data active = inhibition above about 27%;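 also: 0% = vehicle and 100% = reference inhibitor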
Target sequence (P9WQA3 whole entry, looked up): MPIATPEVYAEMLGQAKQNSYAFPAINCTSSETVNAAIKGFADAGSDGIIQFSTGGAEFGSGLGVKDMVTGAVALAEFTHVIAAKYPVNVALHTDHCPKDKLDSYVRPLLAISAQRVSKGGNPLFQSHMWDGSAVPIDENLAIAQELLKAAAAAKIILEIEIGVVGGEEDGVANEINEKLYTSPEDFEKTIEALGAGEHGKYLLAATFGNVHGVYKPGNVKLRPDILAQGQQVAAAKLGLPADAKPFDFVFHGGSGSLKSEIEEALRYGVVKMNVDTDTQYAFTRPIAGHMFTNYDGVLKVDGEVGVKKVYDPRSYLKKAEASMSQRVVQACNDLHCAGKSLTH
FadD28 binding: inhibitors of FadD28 bisubstrate probe binding, primary screen, biochemical, fluorescence polarization, single point | Mycobacterium tuberculosis FadD28 fatty-acid-AMP ligase | inhibition, % at 12.5 µM | hit rate 0.22% among 360,000 | AID 588549, 2011; in the data active = inhibition above about 8.5%, passing the limit was not always enough; inconclusive = no clear call, values can overlap the other calls
BoNT F protease: BoNT/F light chain protease inhibitors, primary screen, biochemical, flow cytometry, MLPCN library | Botulinum neurotoxin type F light chain protease (Clostridium botulinum) | Multiplex microsphere protease cleavage assay | inhibition, % at 10 µM | hit rate 0.22% among 360,000; in the data active = inhibition above about 35%, passing the limit was not always enough; inconclusive = no clear call, values can overlap the other calls; also: plate controls were buffer without enzyme for full effect and enzyme alone for no effect
GDH-TPI inh: GDH-TPI coupling enzyme inhibitors, primary screen, artefact control for M. tuberculosis FBA inhibitor project, biochemical, absorbance, full deck. GDH-TPI coupled enzyme counterscreen, NADH absorbance. inhibition, % at 4.8 µM. hit rate 1.2% among 360,000. AID 588335, 2011; in the data active = inhibition above about 30%;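 also: 0% = DMSO wells and 100% = wells lacking the enzyme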
BoNT A protease: BoNT/A light chain protease inhibitors, primary screen, biochemical, flow cytometry, MLPCN library | multiplex microsphere protease substrate cleavage | inhibition, % at 10 µM | hit rate 0.17% among 360,000; also: plate controls were buffer without enzyme for full effect and enzyme alone for no effect
Mtb BioA inh: M. tuberculosis BioA enzyme inhibitors, primary screen, biochemical, plate reader, single point, HTS; 7,8-diaminopelargonic acid synthase BioA (Mycobacterium tuberculosis); purified M. tuberculosis BioA enzyme; inhibition, % at 9.99 µM; hit rate 0.096% among 360,000; in the data active = inhibition above about 40%; inconclusive = no clear call, values can overlap the other calls
Mtb UGM inh: M. tuberculosis UGM enzyme inhibitors, primary screen, biochemical, fluorescence polarization, single point; UDP-galactopyranose mutase (Mycobacterium tuberculosis (strain ATCC 25618 / H37Rv)), …; purified UGM, fluorescence polarization probe displacement; inhibition, % at 10 µM; hit rate 0.06% among 320,000; in the data active = inhibition above about 10%, passing the limit was not always enough; inconclusive = no clear call, values can overlap the other calls
Target sequence (P9WIQ1 whole entry, looked up): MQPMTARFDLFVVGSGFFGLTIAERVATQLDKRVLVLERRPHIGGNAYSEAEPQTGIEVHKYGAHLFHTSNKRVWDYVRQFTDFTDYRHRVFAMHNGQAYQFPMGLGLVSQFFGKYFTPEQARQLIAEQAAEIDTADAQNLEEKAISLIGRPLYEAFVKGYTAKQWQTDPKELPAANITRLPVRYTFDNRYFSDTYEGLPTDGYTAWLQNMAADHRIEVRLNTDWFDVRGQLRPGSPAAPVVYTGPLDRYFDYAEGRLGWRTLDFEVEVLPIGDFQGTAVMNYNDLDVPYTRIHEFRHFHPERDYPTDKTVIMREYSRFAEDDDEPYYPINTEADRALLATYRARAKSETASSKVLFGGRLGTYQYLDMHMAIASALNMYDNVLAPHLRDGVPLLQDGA
* marks the source's active call; other numbers are inactive results. Rule as the data show it, unless noted: active = inhibition above about 30%; inconclusive = no clear call, values can overlap the other calls; inactive = below that. Rows were taken by chance; about 4.7% have a hit in one of these screens.

CCOC(=O)c1cccc(NC(=O)C2CCCN(S(=O)(=O)c3c(C)nn(C)c3C)C2)c1 (configuration not stated) was read as PfHsp40 rescue -0.6, Anthrax LF inh2 0, FBA Mtb inh 1, FadD28 binding -2.9, BoNT F protease 4, GDH-TPI inh 1, BoNT A protease -0.7, Mtb BioA inh -0.3 and Mtb UGM inh 1.0.
Screening COc1ccc(Nc2n[nH]c(C)c2[N+](=O)[O-])cc1 returned PfHsp40 rescue -0.8, Anthrax LF inh2 -2, FBA Mtb inh -4, FadD28 binding -3.0, BoNT F protease -3, GDH-TPI inh -5, BoNT A protease -0.2 and Mtb UGM inh 3.1.
Screening CCOC(=O)N1CCN(S(=O)(=O)c2ccc(OC)c(Cl)c2)CC1 returned PfHsp40 rescue 0.1, Anthrax LF inh2 5, FBA Mtb inh 2, FadD28 binding -0.7, BoNT F protease 0, GDH-TPI inh -6, BoNT A protease 1.0, Mtb BioA inh -0.6 and Mtb UGM inh 0.6.
Cc1ccc(C(=O)NC(C)c2ccncc2)o1 (configuration not stated) was read as PfHsp40 rescue -0.8, Anthrax LF inh2 2, FBA Mtb inh 2, FadD28 binding -4.5, BoNT F protease -3, GDH-TPI inh 2, BoNT A protease -0.9, Mtb BioA inh -1.4 and Mtb UGM inh -1.0.
Screening CCOC(=O)N1CCN(c2nc(C)c3c(n2)CCCC3=O)CC1 returned PfHsp40 rescue -1.8, Anthrax LF inh2 -12, FBA Mtb inh 2, FadD28 binding -3.0, BoNT F protease 3, GDH-TPI inh 3, BoNT A protease -0.5, Mtb BioA inh -1.6 and Mtb UGM inh 0.4.
For O=C(NCCCN1CCOCC1)c1cccnc1 the results were PfHsp40 rescue -0.9, Anthrax LF inh2 -3, FBA Mtb inh -1, FadD28 binding -2.0, BoNT F protease 4, GDH-TPI inh 7, BoNT A protease -0.2, Mtb BioA inh -0.4 and Mtb UGM inh -2.9.
For CC1(C)CC(=O)C2=C(C1)N(Cc1ccccc1)C(=O)C2(O)C(F)(F)F (configuration not stated) the results were PfHsp40 rescue -0.6, Anthrax LF inh2 -7, FBA Mtb inh 5, FadD28 binding 0.0, BoNT F protease 4, GDH-TPI inh -3, BoNT A protease 1.1, Mtb BioA inh -0.1 and Mtb UGM inh -0.4.
`NC(=O)COC(=O)c1cc(-c2cccs2)nn1-c1ccccc1` gave PfHsp40 rescue -1.6, Anthrax LF inh2 -3, FBA Mtb inh -1, FadD28 binding -1.2, BoNT F protease -2, GDH-TPI inh -3, BoNT A protease -0.3, Mtb BioA inh -0.5 and Mtb UGM inh 2.8.
For O=C(O)CSc1nnc(-c2cccc(S(=O)(=O)N3CCCCC3)c2)o1 the results were PfHsp40 rescue -0.1, Anthrax LF inh2 -1, FBA Mtb inh 0, FadD28 binding -0.2, BoNT F protease -3, GDH-TPI inh 0, BoNT A protease -1.4 and Mtb UGM inh 1.2.
`COc1cc(NC(=O)N[C@@H](CCSC)C(=O)O)cc(OC)c1` gave PfHsp40 rescue 0.7, Anthrax LF inh2 -5, FBA Mtb inh 3, FadD28 binding -3.1, BoNT F protease -3, GDH-TPI inh -4, BoNT A protease -1.0 and Mtb UGM inh 2.0.
Screening COc1ccc(S(=O)(=O)N(Cc2ccc(OC)c(OC)c2)Cc2ccco2)cc1 returned PfHsp40 rescue 1.1, Anthrax LF inh2 -2, FBA Mtb inh 3, FadD28 binding -4.2, BoNT F protease 5, GDH-TPI inh -7, BoNT A protease 0.8, Mtb BioA inh -0.4 and Mtb UGM inh -0.9.
For COc1ccccc1CCNC(=O)c1csc2c1CCCC2 the results were PfHsp40 rescue 1.7, Anthrax LF inh2 5, FBA Mtb inh 3, FadD28 binding -4.6, BoNT F protease 6, GDH-TPI inh 4, BoNT A protease 1.3, Mtb BioA inh 0.4 and Mtb UGM inh -0.9.
`Clc1ccc(-c2cnnc(-c3ccccn3)n2)cc1` gave PfHsp40 rescue inconclusive, Anthrax LF inh2 1, FBA Mtb inh 1, FadD28 binding -0.9, BoNT F protease -9, GDH-TPI inh 5, BoNT A protease -0.7, Mtb BioA inh -0.6 and Mtb UGM inh -0.4.
`CCOC(=O)c1ccc(NC(=O)CC2C(=O)N(c3ccc(F)cc3)C(=O)N2CCCOC)cc1` (configuration not stated) gave PfHsp40 rescue 1.3, Anthrax LF inh2 -5, FBA Mtb inh 1, FadD28 binding 0.3, BoNT F protease -1, GDH-TPI inh 8, BoNT A protease -1.2, Mtb BioA inh -4.1 and Mtb UGM inh 0.3.
c1ccc(CSC2=NCCS2)cc1 was read as PfHsp40 rescue 0.8, Anthrax LF inh2 3, FBA Mtb inh 1, FadD28 binding 0.3, BoNT F protease 10, GDH-TPI inh 3, BoNT A protease 1.3 and Mtb UGM inh 0.4.

Fetched by compound from above:
`CCOC(=O)c1ccc(NC(=O)CC2C(=O)N(c3ccc(F)cc3)C(=O)N2CCCOC)cc1` (configuration not stated) gave PfHsp40 rescue 1.3, Anthrax LF inh2 -5, FBA Mtb inh 1, FadD28 binding 0.3, BoNT F protease -1, GDH-TPI inh 8, BoNT A protease -1.2, Mtb BioA inh -4.1 and Mtb UGM inh 0.3.
For O=C(NCCCN1CCOCC1)c1cccnc1 the results were PfHsp40 rescue -0.9, Anthrax LF inh2 -3, FBA Mtb inh -1, FadD28 binding -2.0, BoNT F protease 4, GDH-TPI inh 7, BoNT A protease -0.2, Mtb BioA inh -0.4 and Mtb UGM inh -2.9.

Further structures:
For CCN(Cc1ccncc1)Cc1nc(CC2CC2)no1 the results were PfHsp40 rescue 0.8, Anthrax LF inh2 6, FBA Mtb inh 8, FadD28 binding 0.0, BoNT F protease -4, GDH-TPI inh 7, BoNT A protease -1.6 and Mtb UGM inh -1.3.
CCC(CC)NC(=O)C1CCN(c2ccc(S(=O)(=O)N3CCOCC3)cc2[N+](=O)[O-])CC1 was read as PfHsp40 rescue -1.5, Anthrax LF inh2 -4, FBA Mtb inh -3, FadD28 binding -4.1, BoNT F protease inconclusive, GDH-TPI inh -6, BoNT A protease -3.3, Mtb BioA inh -1.4 and Mtb UGM inh 3.2.
COc1ccc(CCC(=O)NCc2ccccc2OC)cc1 was read as PfHsp40 rescue -2.4, Anthrax LF inh2 12, FBA Mtb inh 1, BoNT F protease 0, GDH-TPI inh 3, BoNT A protease -1.7, Mtb BioA inh -3.0 and Mtb UGM inh 1.9.
For CCOc1ccc(NS(=O)(=O)c2ccc(C(=O)N3CCC3)cc2)cc1 the results were PfHsp40 rescue -0.9, Anthrax LF inh2 -2, FBA Mtb inh 0, FadD28 binding -0.3, BoNT F protease -8, GDH-TPI inh 1, BoNT A protease -1.1, Mtb BioA inh -0.1 and Mtb UGM inh 1.5.
For Cn1ccnc1COc1ccc(/C=N/O)cc1 the results were PfHsp40 rescue 0.1, Anthrax LF inh2 -22, FBA Mtb inh 1, FadD28 binding -0.9, BoNT F protease -50, GDH-TPI inh 3, BoNT A protease -3.0, Mtb BioA inh -1.3 and Mtb UGM inh -0.1.
`NC(=O)C1CCCN(C(=O)NC2CCCCC2)C1` (configuration not stated) gave PfHsp40 rescue -0.4, Anthrax LF inh2 0, FBA Mtb inh 2, FadD28 binding -1.8, BoNT F protease -8, GDH-TPI inh -7, BoNT A protease 0.1, Mtb BioA inh 2.0 and Mtb UGM inh 0.6.
For Cc1ccccc1C(=O)NC(=S)Nc1ccc(S(=O)(=O)N2CCN(C)CC2)cc1 the results were PfHsp40 rescue -0.8, Anthrax LF inh2 1, FBA Mtb inh 4, FadD28 binding 0.7, BoNT F protease -17, GDH-TPI inh 0, BoNT A protease -1.0, Mtb BioA inh 1.4 and Mtb UGM inh 0.9.
COc1ccc(C(C)N2CC34C=CC(O3)C(C(=O)O)C4C2=O)cc1 (configuration not stated) was read as PfHsp40 rescue inconclusive, Anthrax LF inh2 1, FBA Mtb inh 4, FadD28 binding -2.9, BoNT F protease 9, GDH-TPI inh 2, BoNT A protease -1.0, Mtb BioA inh -0.2 and Mtb UGM inh 1.6.
Cc1ccc(C)c2sc(N3CCN(C(=O)c4ccc([N+](=O)[O-])o4)CC3)nc12 was read as PfHsp40 rescue inconclusive, FBA Mtb inh 3, FadD28 binding -0.6, GDH-TPI inh 12 and Mtb BioA inh 5.5.
For CC(C)NS(=O)(=O)c1ccc(NC(=O)C2CCCCC2)cc1 the results were PfHsp40 rescue 1.4, Anthrax LF inh2 -6, FBA Mtb inh 0, FadD28 binding 0.2, BoNT F protease 3, GDH-TPI inh 8, BoNT A protease 0.2, Mtb BioA inh -0.9 and Mtb UGM inh -0.5.
O=C(COC(=O)c1cccc(O)c1)NC(=O)Cc1ccccc1 was read as PfHsp40 rescue 0.6, Anthrax LF inh2 1, FBA Mtb inh -1, FadD28 binding -1.7, BoNT F protease 8, GDH-TPI inh 3, BoNT A protease 0.8, Mtb BioA inh 1.3 and Mtb UGM inh 4.1.
For NS(=O)(=O)c1ccc(NS(=O)(=O)c2ccc(NC(=S)Nc3ccccc3)cc2)cc1 the results were PfHsp40 rescue -0.3, Anthrax LF inh2 0, FBA Mtb inh 0, FadD28 binding -2.1, BoNT F protease 1, GDH-TPI inh 5, BoNT A protease 0.3 and Mtb UGM inh 3.0.
For COc1ccc(NC(=O)CN(C)C(=O)CSc2ccc3c(c2)OCCO3)cc1 the results were PfHsp40 rescue -0.2, Anthrax LF inh2 -2, FBA Mtb inh 3, FadD28 binding -3.4, BoNT F protease -8, GDH-TPI inh 4, BoNT A protease -1.0, Mtb BioA inh 2.6 and Mtb UGM inh -0.7.
COc1cccc(OCC(O)CN2CCC(CN3C(=O)c4cccc5cccc(c45)C3=O)CC2)c1 (configuration not stated) was read as Anthrax LF inh2 1, FBA Mtb inh 20, FadD28 binding -1.2, BoNT F protease 5, GDH-TPI inh 12, BoNT A protease 0.5 and Mtb UGM inh 0.3.
For CC1CN(C(=O)c2cc3ccccc3cc2O)CC(C)O1 (configuration not stated) the results were PfHsp40 rescue 0.5, Anthrax LF inh2 -2, FBA Mtb inh -1, FadD28 binding -4.2, BoNT F protease -12, GDH-TPI inh -1, BoNT A protease 1.4, Mtb BioA inh 3.4 and Mtb UGM inh -0.9.
For COc1ccc(-c2ccc(C(=O)NCc3ccc(N(C)C)cc3)c3occc23)c(C)c1 the results were Anthrax LF inh2 1, FBA Mtb inh 0, FadD28 binding 0.2, BoNT F protease -3, GDH-TPI inh 1, BoNT A protease -0.9 and Mtb BioA inh -0.7.
`Brc1ccccc1-c1nnc(CSc2nncn2-c2ccccc2)o1` gave PfHsp40 rescue 0.3, Anthrax LF inh2 1, FBA Mtb inh -2, FadD28 binding -1.4, BoNT F protease 12, GDH-TPI inh -14, BoNT A protease -0.6 and Mtb UGM inh 0.7.
Screening CCCNC(=O)c1ccc2c(c1)nc(C)n2-c1cccc(Cl)c1 returned PfHsp40 rescue 1.5, Anthrax LF inh2 -2, FBA Mtb inh -1, FadD28 binding -1.5, BoNT F protease 22, GDH-TPI inh -3, BoNT A protease 1.1, Mtb BioA inh 37 and Mtb UGM inh -0.2.
`Cc1ccc(C)n1-c1nnc(N2CCC(C(=O)NCCCN3CCN(C)CC3)CC2)s1` gave PfHsp40 rescue -1.6, Anthrax LF inh2 -6, FBA Mtb inh 1, FadD28 binding 0.7, BoNT F protease -7, GDH-TPI inh 10, BoNT A protease -0.6, Mtb BioA inh -2.3 and Mtb UGM inh -0.3.
`Cc1cc(-c2ccccc2)nc(N(C)NC(=O)C2CC2)c1S(C)(=O)=O` gave PfHsp40 rescue 0.0, Anthrax LF inh2 -2, FBA Mtb inh 1, FadD28 binding -0.1, BoNT F protease 0, GDH-TPI inh 6, BoNT A protease -0.3, Mtb BioA inh -3.1 and Mtb UGM inh 1.5.
